FBW7 activator – activators of human E3 ligase FBW7. Q969H0. AlphaScreen FBW7–phospho-cyclin E peptide binding, activator screen. normalized activity (activation), % at 26.1 µM. 650,000 tested, 0.13% active. AID 1259310; in the data active means normalized activity above about 1.9%;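 further: purified mutant Fbw7 with reduced substrate affinity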
GPR151 ag – activates the human receptor GPR151 | PathHunter beta-arrestin GPR151 cells, luminescence | Q8TDV0 | activation, % at 11.2 µM | 650,000 tested, 1% active; in the data active means activation above about 4.9%;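 further: 0% = median of compound wells and 100% = cells with positive control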
Target sequence (Q8TDV0 whole entry, looked up): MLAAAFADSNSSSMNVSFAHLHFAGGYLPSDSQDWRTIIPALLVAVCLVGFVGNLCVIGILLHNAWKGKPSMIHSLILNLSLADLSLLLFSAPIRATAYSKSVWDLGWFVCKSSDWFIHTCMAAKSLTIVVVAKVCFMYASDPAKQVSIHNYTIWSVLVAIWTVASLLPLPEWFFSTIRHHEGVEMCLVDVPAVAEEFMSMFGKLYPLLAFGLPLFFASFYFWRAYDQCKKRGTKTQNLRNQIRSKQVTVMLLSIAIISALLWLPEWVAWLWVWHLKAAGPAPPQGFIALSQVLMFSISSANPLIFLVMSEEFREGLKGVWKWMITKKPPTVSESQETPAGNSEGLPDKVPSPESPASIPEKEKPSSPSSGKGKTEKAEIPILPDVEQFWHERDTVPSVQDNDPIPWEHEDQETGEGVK
TEAD-YAP block – TEAD-YAP interaction inhibition. HEK-TIYL cells, TEAD-Gal4/YAP UAS-luciferase luminescence. 640,000 tested, 1.4% active. AID 1259422. inhibition, % at 9.12 µM; in the data active means inhibition above about 32%;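 further: 0% = median of test compound wells and 100% = reference inhibitor wells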
MITF primary – human MITF inhibition, primary screen; O75030; AlphaScreen MITF homodimerization, bead proximity signal; inhibition, % at 2.6 µM; 650,000 tested, 0.91% active; AID 1259374; in the data active means inhibition above about 50%;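 further: 0% = vehicle wells with protein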
Target sequence (O75030 whole entry, looked up): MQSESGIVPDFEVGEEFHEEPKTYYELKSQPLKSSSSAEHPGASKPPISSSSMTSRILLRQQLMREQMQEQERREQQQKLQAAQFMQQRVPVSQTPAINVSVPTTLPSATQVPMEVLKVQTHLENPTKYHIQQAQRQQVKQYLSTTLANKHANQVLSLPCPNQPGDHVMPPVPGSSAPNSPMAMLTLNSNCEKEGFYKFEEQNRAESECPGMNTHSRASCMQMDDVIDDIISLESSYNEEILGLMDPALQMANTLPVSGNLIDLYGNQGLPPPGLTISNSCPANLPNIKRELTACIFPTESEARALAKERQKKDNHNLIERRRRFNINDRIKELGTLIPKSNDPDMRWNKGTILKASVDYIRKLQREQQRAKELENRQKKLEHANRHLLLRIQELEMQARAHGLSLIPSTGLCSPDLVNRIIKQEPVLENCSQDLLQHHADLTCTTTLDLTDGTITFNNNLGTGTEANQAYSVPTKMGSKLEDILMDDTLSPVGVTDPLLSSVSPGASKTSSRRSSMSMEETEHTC
* marks the source's active call; other numbers are inactive results; i = inactive; & = joins results of further samples. Compounds were not picked by outcome (roughly 3.4% active in at least one column).

SMILES | FBW7 activator | GPR151 ag | TEAD-YAP block | MITF primary
COc1cc(OC)cc(C(=O)OCC(=O)N2CCC(C(N)=O)CC2)c1 | 0.2 | 0.6 | -0.9 | -3.6
CCOC(=O)c1ccc(NC(=O)CSc2nc3ccccc3c(=O)n2CCc2ccc(OC)c(OC)c2)cc1 | 0.0 | -0.3 | 0.8 | -8.0
COc1ccc(CNCCC2(c3ccccc3)CC(C)N(C)CC2C)cc1 (centres undefined) | 0.2 | -1.9 | 6.2 | 2.6
Cc1cc(=O)[nH]c(SC(C)C)n1 | -0.1&-0.1 | 0.2&-0.2 | -4.5&2.8 | -3.3&-6.4
CC(C)c1ccc2oc(-c3ccc(Cl)c(N)c3)nc2c1 | 0.1 | -5.9 | 82.9* | 2.0
CCOC(=O)c1c(/N=c2\oc3ccccc3cc2C(=O)Nc2cccc(C)c2)sc2c1CCCC2 | 0.2 | 0.8 | -9.1 | i
O=C1c2ccc3c4c(ccc(c24)C(=O)N1CCO)C(=O)N(CCO)C3=O | -0.3 | 0.0 | -10.3 | -1.5
O=C(CSc1nnc(CNC(=O)c2cccs2)n1-c1ccc(F)cc1)Nc1nc2ccccc2s1 | 0.0 | 2.3 | -2.7 | 17.2
CCCC(=O)Nc1ccccc1C(=O)Nc1ccccc1 | 0.1 | -0.2 | -7.7 | -4.5
COc1ccc(C(=O)NC2CC2)cc1OC1CCN(Cc2ccccn2)CC1 | -0.1 | 0.1 | 5.3 | -12.2
Cc1sc2nc(C)n(C3CCN(C(=O)CCc4ccccc4)CC3)c(=O)c2c1C | 0.7 | 1.0 | 1.6 | -1.6
Cc1sc2nc(C3CC3)n(C3CCN(CC(=O)NC4CCCCC4)CC3)c(=O)c2c1C | 0.1 | -0.4 | 7.8 | 6.8
COc1cc(NC(=O)COc2ccc(C)cc2)c(C(=O)O)cc1OC | 0.1 | 1.2 | -3.1 | 0.2
CC(=O)N1CCc2cc(S(=O)(=O)NC(C(=O)NC3CCCCCC3)C(C)C)ccc21 (centres undefined) | 0.8 | -0.8 | 8.2 | 12.0
COc1ccc2nc(-c3ccc(C)c(NS(=O)(=O)c4ccccc4)c3)cn2n1 | -0.3 | -0.8 | -12.9 | -19.0
COc1ccc(/C=C(\C#N)C(=O)Nc2ccc(C)c(C)c2)c(OC)c1 | 0.1 | -1.0 | -2.2 | 14.5
CCc1ccc(N(CC(=O)NC(C)(C)CC)C(=O)c2snc(C(N)=O)c2N)cc1 | -0.4 | 1.7 | -7.6 | -10.0
CC[n+]1ccc(C)c2cc(C(F)(F)F)ccc21 | 0.1 | 1.0 | 1.4 | -1.0
CC(Nc1cc(Cl)ccc1[N+](=O)[O-])c1ccccc1 (centres undefined) | -0.2 | 1.0 | -5.5 | 8.1
O=C(NCc1cccc(F)c1)N[C@H]1C[C@H]2C(=O)N[C@H](Cc3ccccc3)C(=O)N2C1 | -0.1 | 1.7 | 16.3 | 10.1

Not a retest: entries from further up.
SMILES | FBW7 activator | GPR151 ag | TEAD-YAP block | MITF primary
Cc1cc(=O)[nH]c(SC(C)C)n1 | -0.1&-0.1 | 0.2&-0.2 | -4.5&2.8 | -3.3&-6.4
CC(C)c1ccc2oc(-c3ccc(Cl)c(N)c3)nc2c1 | 0.1 | -5.9 | 82.9* | 2.0
CCOC(=O)c1c(/N=c2\oc3ccccc3cc2C(=O)Nc2cccc(C)c2)sc2c1CCCC2 | 0.2 | 0.8 | -9.1 | i

Other results:
SMILES | FBW7 activator | GPR151 ag | TEAD-YAP block | MITF primary
Cc1ccnc(NC(=O)CCC(=O)N(CC(=O)NC(C)(C)C)c2ccc(F)c(Cl)c2)c1 | 0.3 | -0.7 | -1.1 | 10.3
CCCCNS(=O)(=O)c1ccc(N2CCOCC2)c([N+](=O)[O-])c1 | 1.1 | 0.1 | 9.3 | 12.1
N#C/C(=C1/CCCN1)c1nc(-c2ccc(Br)cc2)cs1 | -0.1 | -0.6 | -48.5 | 2.3
CCN(CC)c1nc(NCCc2ccc(OC)cc2)nc(Nc2ccc(C(F)(F)F)cc2)n1 | 0.2 | -0.2 | -8.1 | 11.7
COCCCNC(=O)C(=O)C1C(=O)Nc2ccccc21 (centres undefined) | 0.0 | -0.1 | 1.7 | 15.6
CCOc1ccc(-n2c(C)nc3cc(C(=O)NCCc4ccccc4)ccc32)cc1 | 0.1 | 0.0 | 8.2 | 11.3
COc1ccc(-c2[nH]ncc2CN2CCC3(CC2)CC3C(=O)N2CCCN(C)CC2)cc1 (centres undefined) | 0.1 | 0.2 | -0.7 | 2.3
Cc1nnc2sc(-c3ccc(NC(=O)c4ccc(-c5ccccc5[N+](=O)[O-])o4)cc3)nn12 | 0.9 | -0.7 | 2.7 | -9.9
COc1ccc(NC(=O)c2cc3c(ccc4ccccc43)o/c2=N\c2sc3c(c2C#N)CCCC3)cc1 | -0.1 | 1.2 | 8.5 | 16.6
COc1ccc(OCC(=O)NC(CC(=O)O)c2ccc(OC)c(OC)c2)cc1 (centres undefined) | 0.3 | 1.3 | 7.6 | 6.2
CCCOc1ccc(C(=O)Nc2ccc(Cl)c(NC(=O)c3ccccc3)c2)cc1 | -0.1 | -0.6 | -26.5 | 1.2
COc1ccc(/C=C2\C(=O)NN(c3ccc(Cl)c(Cl)c3)C2=O)cc1OC | -0.1 | -2.0 | -0.7 | 12.1
Cc1ccc(Nc2nc(N)nc(CN3CCN(c4ccccc4)CC3)n2)cc1 | -0.2 | -0.1 | -4.7 | 2.1
COc1cc(C2C3=C(CC(C)(C)CC3=O)OC3=C2C(=O)CC(C)(C)C3)ccc1OCc1ccc(Cl)cc1Cl | 0.0 | 1.6 | -23.5 | -0.4
CCOC(=O)N(NC1=NS(=O)(=O)c2ccccc21)S(=O)(=O)c1ccc(C)cc1 | -0.1 | 4.2 | 4.4 | 4.4
COc1cc(C(=O)Nc2ccc(C3(C#N)CCCC3)cc2)ccc1OC(C)=O | 0.1 | -8.0 | 24.9 | 9.4
COC(=O)CCC(=O)NCc1ccccc1 | 0.0 | -0.4 | -7.2 | -13.5
COc1cccc(OC)c1CN1CCC(N(C)Cc2ccc(C(F)(F)F)nc2)CC1 | 0.3 | -0.6 | 7.2 | 12.6
CC(C)(C)C(=O)C(Cc1ccccc1Cl)n1cncn1 (centres undefined) | 0.1 | -0.9 | -0.1 | 5.2
CC(=O)Nc1ccc2c(c1)OCCOCCOc1ccc(NC(C)=O)cc1OCCOCCO2 | 0.1 | 1.0 | -4.8 | 12.0

3 structures from above, ordered by SMILES length, rising:
SMILES | FBW7 activator | GPR151 ag | TEAD-YAP block | MITF primary
N#C/C(=C1/CCCN1)c1nc(-c2ccc(Br)cc2)cs1 | -0.1 | -0.6 | -48.5 | 2.3
CC(=O)Nc1ccc2c(c1)OCCOCCOc1ccc(NC(C)=O)cc1OCCOCCO2 | 0.1 | 1.0 | -4.8 | 12.0
COc1ccc(NC(=O)c2cc3c(ccc4ccccc43)o/c2=N\c2sc3c(c2C#N)CCCC3)cc1 | -0.1 | 1.2 | 8.5 | 16.6

Following part.
SMILES | FBW7 activator | GPR151 ag | TEAD-YAP block | MITF primary
COC(=O)c1ccc(-n2c(C)cc(/C=N/Nc3nc(C)cc(=O)[nH]3)c2C)cc1 | -0.3 | 0.2 | -13.2 | 0.0
Cc1cc(NC(=O)CNC2CCCCC2)c2ccccc2n1 | -0.1 | 0.8 | 0.1 | 31.3
CCOC(=O)C1=C(C)Nc2nnnn2C1c1ccccn1 (centres undefined) | 0.2 | -1.3 | -1.1 | 2.5
COc1ccccc1N1CCN(c2ccc(C(F)(F)F)cc2[N+](=O)[O-])CC1 | -0.3 | 1.4 | 6.7 | 24.3
COC(=O)[C@@H]1CCCN1Cc1c(C(=O)N2CCOCC2)nc2c(C)cccn12 | -0.2 | -1.1 | 3.3 | -11.3
COC(=O)c1nnn(C(C)C(=O)Nc2ccc(C)cc2)c1C(=O)OC (centres undefined) | 0.0 | 0.5 | -9.7 | -3.4
Cc1nn(C)c(C)c1NC(=S)Nc1ccc(F)c(Cl)c1 | -0.2 | 0.5 | -0.5 | 5.8
CCn1c(=O)cc(OCC(=O)N2CCCCCC2)c2ccccc21 | -0.2 | 0.6 | -32.2 | -10.9
CCc1ccc(NC(=O)C2=C(C)NC(=O)NC2c2ccc(OC)c(O)c2)cc1 (centres undefined) | 0.0 | -1.0 | -6.6 | -2.8
O=C(c1ccccc1)N1N=C(c2ccccc2)OC1c1ccccc1 (centres undefined) | 0.2 | 1.0 | -57.2 | 10.5
COc1ccc(Cl)cc1NC(=O)/C=C/c1ccccc1O | -0.1 | -0.6 | -21.9 | 1.4
O=C(CN1CCC(N2CCCCC2)CC1)c1ccc(F)cc1 | -0.3 | 0.0 | -4.7 | -3.4
COc1cc(/C=N/N=C2/NC(=O)CS2)ccc1OC(=O)c1ccccc1 | -0.1 | 0.6 | -52.4 | -4.2
COc1cc(/C(C)=N/Nc2nc3ccccc3[nH]2)cc(OC)c1OC | -0.5 | -2.0 | -27.6 | 7.5
CC(C)OC(=O)c1c(NC(=O)COc2ccccc2[N+](=O)[O-])sc2c1CCCC2 | 0.2 | 0.9 | -9.3 | 12.1
O=C(Nc1c(C(=O)N2CCC(Cc3ccccc3)CC2)cnn1-c1ccccc1)c1ccccc1F | -0.2 | 0.0 | -4.5 | 2.7
CCC(C(=O)c1ccccc1)c1nc2ccccc2[nH]c1=O (centres undefined) | 0.5 | 4.3 | -28.4 | 11.8
O=[N+]([O-])c1ccccc1S(=O)(=O)Nc1ccc(F)cc1 | -0.2 | -1.8 | -16.8 | -8.8
CCc1ccc(Nc2ncnc3c2cnn3-c2ccc(Cl)cc2)cc1 | -0.1 | 1.6 | 0.5 | 11.2
COc1ccc(NC(=O)c2cccc(C)c2OC)cc1Cl | 1.0 | -1.6 | -47.1 | 2.9

Some of the entries so far, with tabs.
SMILES	FBW7 activator	GPR151 ag	TEAD-YAP block	MITF primary
COc1ccc(Cl)cc1NC(=O)/C=C/c1ccccc1O	-0.1	-0.6	-21.9	1.4
O=C(CN1CCC(N2CCCCC2)CC1)c1ccc(F)cc1	-0.3	0.0	-4.7	-3.4
COc1cc(/C=N/N=C2/NC(=O)CS2)ccc1OC(=O)c1ccccc1	-0.1	0.6	-52.4	-4.2

Remaining list, next part
SMILES | FBW7 activator | GPR151 ag | TEAD-YAP block | MITF primary
O=C(Nc1cccc(F)c1)c1cccc([N+](=O)[O-])c1 | 0.1 | -1.8 | 9.0 | 11.9
COC(=O)N(Cc1cccs1)Cc1cccn1C | -0.3 | -2.1 | -7.6 | 3.6
COc1ccc(/C=C\C(=O)NCc2ccc3c(c2)cc(C)n3C)cc1OC | 0.7 | -0.1 | 5.1 | 24.0
COc1ccc(C(=O)N/C(=C/c2cccc([N+](=O)[O-])c2)C(=O)NC2CCCCC2)c(Cl)c1 | -0.1 | -0.5 | -0.7 | -9.8
CCOC(=O)C1=NN(c2ccc(C)cc2)C2C(=O)N(c3cccc(Cl)c3)C(=O)C12 (centres undefined) | 0.3 | -0.1 | 5.8 | 9.8
Cc1cc(Br)ccc1OCCN1CCNCC1 | 0.5 | -0.7 | -1.4 | 36.3
O=C1C(=O)N(Cc2ccc(Br)cc2)c2ccc([N+](=O)[O-])cc21 | -0.1 | -0.3 | 32.6* | -13.9
CC1CCCCC1NC(=O)CNC(=S)N(Cc1ccccc1F)C1CCCCC1 (centres undefined) | -0.1 | -1.8 | -11.3 | 7.6
Cc1ccc(-c2csc(NC(=O)CSc3nnc4ccccn34)n2)cc1 | 0.5 | 0.2 | 5.5 | 2.9
CC1CCCCN1C(=O)c1cc2nc(-c3ccccc3)cc(-c3ccccc3)n2n1 (centres undefined) | 0.5 | -0.5 | -17.4 | -5.9
CCn1c(=O)cc(OCC(=O)Nc2ccc(Br)cc2C)c2ccccc21 | 1.1 | 1.7 | 2.2 | 7.8
O=C(CCCc1ccccc1)N1CCN(c2ccc([N+](=O)[O-])cc2)CC1 | -0.4 | 1.4 | -3.6 | 3.3
CC(C)(CO)CNC(=O)c1ccc(OC2CCN(CCc3ccccc3)CC2)cc1 | -0.1 | 2.7 | 2.0 | -3.8
CCn1c(CC(=O)Nc2ccccc2F)nnc1SCC(=O)Nc1ccccc1 | 0.1 | -0.2 | -3.0 | -2.8
COc1ccc(C2CC(=O)C(C=Nc3ccc(OC)c(OC)c3)=C(O)C2)cc1 (centres undefined) | -0.1 | -1.8 | 3.6 | -2.7
COc1ccc(CC(=O)Nc2c3c(nn2-c2ccc(F)cc2)CSC3)cc1 | 0.1 | 1.9 | 2.0 | 2.4
Cc1cc(C)c2c(c1)c(-c1ccccc1)c(-c1ccccc1)n2CC(O)Cn1cnc(-c2ccccc2)c1-c1ccccc1 (centres undefined) | 0.0 | -0.5 | 12.0 | 4.8
CCOC(=O)C1(C(F)(F)F)N=C(c2ccco2)OC(N(CC)CC)=N1 (centres undefined) | 0.3 | -0.1 | 4.3 | 14.6
CC(C)c1ccc(C2N(c3nccs3)C(=O)C3CCCN32)cc1 (centres undefined) | 0.0 | 1.5 | -6.9 | 5.5
CCN1CCN(CCC(=O)Nc2ccccc2Cl)CC1 | 0.5 | -0.8 | -1.0 | 6.3
CCC(=O)N(C)C(Cc1ccc(F)cc1F)C1CCN(C(=O)c2ocnc2C)CC1 (centres undefined) | 0.2 | 0.0 | 1.1 | 9.2
O=C1CC(C(=O)Nc2ccc(Cl)cc2[N+](=O)[O-])C2(CCCCC2)O1 (centres undefined) | 0.2 | 0.0 | 2.7 | 8.8
CC(=O)c1ccc(NC(=O)CN2CCN(c3nc4ccccc4n3CC(C)C)CC2)cc1 | 0.0 | 3.4 | -2.3 | -5.2

From PubChem BioAssay
